# Screening data: PubChem BioAssay, National Center for Advancing Translational Sciences (NCATS)
# GALK inh: qHTS Assay for Inhibitors of Human Galactokinase (GALK). P51570. hit rate 0.007% among 270,000. Potency, µM (series often up to 57.5 µM), without a hit: at the top dose activity change, negative = inhibition, actives largely listed as inhibitors. AID 1868, 2009. Purified GALK, Kinase-Glo residual ATP luminescence; also: potency is read from the fitted curve at half-maximal effect; % is scaled to controls: 0 for no effect and ±100 for the full control effect
# Target sequence (P51570 whole entry, looked up): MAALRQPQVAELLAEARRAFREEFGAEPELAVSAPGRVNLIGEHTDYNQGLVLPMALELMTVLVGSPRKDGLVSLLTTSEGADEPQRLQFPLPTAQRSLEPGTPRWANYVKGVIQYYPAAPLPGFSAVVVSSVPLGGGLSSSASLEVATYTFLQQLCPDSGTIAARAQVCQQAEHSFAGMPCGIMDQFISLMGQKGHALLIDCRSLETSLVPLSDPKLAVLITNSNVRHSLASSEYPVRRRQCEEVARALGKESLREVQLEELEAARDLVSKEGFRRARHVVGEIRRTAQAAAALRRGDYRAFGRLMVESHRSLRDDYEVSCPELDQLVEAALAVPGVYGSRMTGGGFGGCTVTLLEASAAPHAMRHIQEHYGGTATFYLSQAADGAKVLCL
#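 Luminescence from leftover ATP (Ultra-Glo luciferase/luciferin) served as read-out after a 1 h room-temperature reaction of 5 nM GALK with 35 uM ATP and 100 uM galactose.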
# Giardia kill: Small Molecules that selectively kill Giardia lamblia: qHTS. AID 540267, 2011. activity change, % at 7.66 µM, hits read low. hit rate 0.15% among 340,000. Giardia lamblia trophozoite viability; in the data active = activity change below about -80%; inconclusive = between about -30% and that limit;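 also: parasites exposed to compound for two days anaerobically before the ATP read; % is scaled to controls: 0 for no effect and ±100 for the full control effect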
#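 Compounds were tested on trophozoites seeded at 100 cells/well and held 48 hrs at 37 deg C anaerobically. An ATP-based luminescent kit measured the remaining live cells.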
# MLL CXXC-DNA inh: qHTS Fluorescence Polarization Assay for Inhibitors of MLL CXXC domain - DNA interaction; AID 2662, 2010; Potency, µM (series often up to 115 µM), without a hit: top-dose activity change, negative = inhibition, hits mostly inhibitors; Histone-lysine N-methyltransferase 2A (Homo sapiens), Q03164; hit rate 0.037% among 290,000; MLL-CXXC / FITC-HOXA9 DNA fluorescence polarization; active = well fitted inhibition curve with a large enough effect in the polarisation, with a control signal flat, not every such curve was filed as active; inconclusive = small, poorly fitted or top-dose-only effect, or effect the other way, or a change in a side signal; inactive = no such curve, though single readings can be large or run the other way; the % refers to the polarisation; also: potency is read from the fitted curve at half-maximal effect
#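 Fluorescence polarization: 7 uM MLL-CXXC (stock) preincubated 5 min with compounds, then 50 nM fluorescein-HOX-A9 DNA (stock) added; 30 min ambient. Buffer 50 mM Tris-HCl pH 7.5, 50 mM NaCl, 1 mM DTT, 0.05% BSA.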
# FBPA coupling cs: qHTS Assay for Inhibitors of Fructose-1,6-bisphosphate Aldolase from Giardia Lamblia: Coupling assay counterscreen; activity change, negative = inhibition, % at 58.2 µM, hits read low; hit rate 0.67% among 290,000; AID 2472, 2010; coupling enzyme system counterscreen, AmpLite Red fluorescence; in the data active = activity change below about -30%; also: % is scaled to controls: 0 for no effect and ±100 for the full control effect
#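 Activity here indicates interference with the coupling reaction, not aldolase inhibition. Compounds at 57.5 uM final met coupling enzymes for 10 min at RT; substrate and AmpLite Red detection followed, with a 525/598 nm fluorescence read after 20 min.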
# Tb PFK inh: qHTS Assay to Find Inhibitors of T. brucei phosphofructokinase. T. brucei PFK, ADP-Glo luminescence. Potency, µM (series often up to 57.5 µM), for the others: top-dose activity, negative = inhibition, most hits filed as inhibitors. hit rate 0.17% among 330,000. AID 485367, 2010;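 also: potency is read from the fitted curve at half-maximal effect; 0% = uninhibited 1x PFK enzyme wells and -100% = no-enzyme wells; nearly all actives have a fitted effect of over 60% in size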
#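 PFK 1.25 nM, F6P 0.5 mM, ATP 0.1 mM, 0.1 M TEA pH 8.0, 5 mM MgCl2, 0.01% Tween20, 0.1% BSA; 45 min RT. ADP-Glo readout. qHTS titration up to 57 uM; curves fitted, compounds curve-classed.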
# TSHR antagonist: Antagonists of the Thyroid Stimulating Hormone Receptor: HTS campaign; Thyrotropin receptor (Homo sapiens), P16473; TSHR-expressing cells, TSH-stimulated cAMP HTRF, 2 h; hits give low values; activity change, negative = inhibition, % at 11.5 µM; hit rate 0.2% among 330,000; AID 504810, 2011;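 active = activity change below a set negative limit, meaning inhibition stronger than a set level, cut at about -70% in these data; inconclusive = activity change between two set negative limits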; also: % is scaled to controls: 0 for no effect and ±100 for the full control effect
# Target sequence (P16473 whole entry, looked up): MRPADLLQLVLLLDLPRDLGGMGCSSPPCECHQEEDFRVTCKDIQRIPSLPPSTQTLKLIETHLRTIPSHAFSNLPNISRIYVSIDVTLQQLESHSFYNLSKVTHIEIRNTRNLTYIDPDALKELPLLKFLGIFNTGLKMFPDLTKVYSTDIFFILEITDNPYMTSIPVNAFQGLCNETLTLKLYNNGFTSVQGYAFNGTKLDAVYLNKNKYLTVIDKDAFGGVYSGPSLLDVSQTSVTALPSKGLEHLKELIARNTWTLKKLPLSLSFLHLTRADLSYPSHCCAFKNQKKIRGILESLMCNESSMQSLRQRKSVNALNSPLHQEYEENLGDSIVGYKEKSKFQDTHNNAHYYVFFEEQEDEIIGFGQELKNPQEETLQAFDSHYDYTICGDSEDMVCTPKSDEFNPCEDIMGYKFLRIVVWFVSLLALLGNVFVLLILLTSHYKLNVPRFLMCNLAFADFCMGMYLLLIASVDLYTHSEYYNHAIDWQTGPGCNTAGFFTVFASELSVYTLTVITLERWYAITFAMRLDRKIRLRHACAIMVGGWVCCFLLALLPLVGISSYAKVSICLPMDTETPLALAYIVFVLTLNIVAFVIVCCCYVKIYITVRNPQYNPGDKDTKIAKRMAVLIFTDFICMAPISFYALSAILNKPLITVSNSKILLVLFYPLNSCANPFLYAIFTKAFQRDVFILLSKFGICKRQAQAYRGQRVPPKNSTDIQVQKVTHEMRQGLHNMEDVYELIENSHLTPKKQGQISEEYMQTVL
#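 TSHR-expressing cells were treated with compounds, then stimulated with TSH at EC80 (4nM final) for 2 hours at 37 deg C. Cellular cAMP was measured by HTRF competition between lysate cAMP and cAMP-d2 for a cryptate-labelled anti-cAMP antibody.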
# TCR act: Activators of T cell receptors: qHTS campaign | AID 504894, 2011 | 330,000 tested, under 10 active | primary human leukocytes, anti-CD3, IL-2 HTRF, 48 h | Potency, µM (top dose mostly 9.22 µM), for the others: top-dose activation of IL-2 secretion, actives largely listed as activators; also: % of control where 0% means no effect
#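 Primary human leukocytes incubated 48 hr with anti-CD3 beads plus compound, without co-stimulation. Secreted IL-2 measured by HTRF (europium cryptate/d2 anti-IL-2 pair, 320 nm excitation, 665 nm emission).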
# Chronic BCR inh: qHTS Assay to Find Inhibitors of Chronic Active B-Cell Receptor Signaling; AID 493014, 2011; ABC-DLBCL IkBa-CBG/CBR reporter, luminescence ratio, 4 h; Potency, µM (top dose mostly 46.1 µM), for the others: at the highest dose ratio change, negative = lower green/red ratio, hits mostly inhibitors; hit rate 0.05% among 340,000; active = well fitted inhibition curve with a large enough effect in the signal ratio, with a control signal flat, not every such curve was filed as active; inconclusive = small, poorly fitted or top-dose-only effect, or effect the other way, or a change in a side signal; the % refers to the signal ratio;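 also: potency is read from the fitted curve at half-maximal effect; plate controls were basal doxycycline-induced cells for no effect and cells given 10 µM MG132 for full effect; MG132 reads +100%, hits lower the ratio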
#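 Concentration-response series (up to 46 uM) were applied to TMD8 dual-reporter cells for 4 h at 37C with doxycycline. Green/red ratio, after filter-overlap correction, defined %Activity; red signal alone was normalised to basal cells and zero luminescence.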
# A-T KAP1 phos: qHTS Assay for Identifying a Potential Treatment of Ataxia-Telangiectasia. […] A-T fibroblasts, KAP-1 phosphorylation AlphaLISA; neocarzinostatin DNA damage 30 min before lysis. Potency, µM (series often up to 57.5 µM), inactives show at the top dose activation, usual class: activators. hit rate 0.19% among 320,000. AID 485349, 2010; also: potency is read from the fitted curve at half-maximal effect; % of control where 0% means no effect; nearly all actives have a fitted effect of over 45% in size
#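 ATM-like activity read as KAP-1 phosphorylation via AlphaLISA donor/acceptor antibody pairs after lysis and 6 hr at 25C. Cells were ATM-null patient fibroblasts ([…], hTERT), dosed 60 min, then exposed to the DSB inducer NCS for 30 min.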
# KCNH2 WT inh: qHTS for Inhibitors of KCHN2 3.1: Wildtype qHTS; Voltage-gated inwardly rectifying potassium channel KCNH2 (Homo sapiens), Q12809; U2OS, BacMam KCNH2, thallium flux FluxOr; hits give low values; activity change, % at 1.84 µM; hit rate 0.37% among 340,000;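 active = maximum activity change below -70%; inconclusive = maximum activity change between -70% and -50%; inactive = maximum activity change above -50%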; also: % is scaled to controls: 0 for no effect and ±100 for the full control effect
#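 U2OS cells were transduced with wild-type KCNH2 virus (2.03 x 10^8 / mL) for 4 h at room temperature, then cultured overnight at 37 C. Thallium flux was read with FluxOr dye. Rate constants were normalized to DMSO controls.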
# * marks the source's active call; other numbers are inactive results; ? = inconclusive; . = not tested or not shown; [ ] = another dose, or the depositor's remark. Unless noted, calls follow the shape of the dose curve; as a rule, active = well fitted curve in the direction sought with a large enough effect; inconclusive = small, poorly fitted or top-dose-only effect, or another doubt; inactive = no such curve, though single readings can be large; an effect the other way counts as inactive or inconclusive.
SMILES,GALK inh,Giardia kill,MLL CXXC-DNA inh,FBPA coupling cs,Tb PFK inh,TSHR antagonist,TCR act,Chronic BCR inh,A-T KAP1 phos,KCNH2 WT inh
O=[N+]([O-])c1cc(C(F)(F)F)ccc1Sc1ccccn1,1%,11,-2%,-8,0%,12,-3%[46.1 µM],-5%,-6%,10
O=[N+]([O-])c1ccc(-c2c[nH]c(=S)[nH]2)cc1,.,10,-13%,3,-2%,11,-3%,12%,8%,-1
COCc1nnc(NC(=O)CC(C)C)s1,2%,0,0%,0,-1%,-4,-2%[46.1 µM],15%,3%,-2
O=C(/C=C/c1ccc(F)cc1)NCCc1ccc2c(c1)OCCO2,-2%,16,2%,1,-1%,-11,2%[46.1 µM],-4%,-1%,15
CC1CCc2onc(C(=O)NCc3ccco3)c2C1 (stereo not given),-1%,-14,7%,0,0%,-4,.,-8%,0%,-8
COc1ccc(C)cc1S(=O)(=O)N1CCN(S(=O)(=O)c2cc(C)ccc2OC)C(C)C1 (stereo not given),1%,-2,1%,1,-3%,-7,-3%,?,0%,12
CCN(CC)S(=O)(=O)c1cccc(C(=O)N/N=C2\CCCC(=O)C2)c1,5%,0,14%,4,8%,-5,-14%,1%,2%,-11
O=Cc1ccc(OCCOc2ccc([N+](=O)[O-])cc2)cc1,.,1,-14%,-4,-10%,3,-4%,?,-20%,1
CCN(CC)CCC(=O)N1c2ccccc2CCc2ccc(NC(=O)OC(C)C)cc21,-5%,7,35%[activator],5,2%,3,-9%,?,-3%,14
CCN(CC(=O)NCc1ccc(Cl)cc1)C(=O)CSc1ccc(Br)cc1,-2%,7,?,4,7%,7,-16%,?,-1%,-6
CC1CCN(C(=O)CSc2nc3c(c(=O)n(C)c(=O)n3C)n2C)CC1,-1%,-3,2%,-2,0%,-1,1%,?,9%,1
COc1ccc(CCNC(=S)Nc2cc(C)ccc2C)cc1,3%,-2,-3%,3,5%,7,-8%,12%,.,4
CCOC(=O)N1CCN(C(=O)CCNS(=O)(=O)c2cc(Br)cnc2N)CC1,-3%,1,0%,-1,0%,-22,6%,-1%,-3%,-4
Cn1c(SCC(=O)NC2CCCCC2)nnc1-c1cccnc1,-3%,4,-5%,2,1%,7,5%,9%,-11%,-4
COc1ccccc1NC(=O)CN1CCN(CC(=O)Nc2ccc3c(c2)OCO3)CC1,0%,-10,2%,-4,-13%,-9,-3%,-18%,-7%,-26
CCOc1ccc(NC(=O)c2cn(CC(C)C)c(=O)c3c2c2ccccc2n3C)cc1,-8%,-6,-1%,-1,0%,8,10%[46.1 µM],-8%,0%,-1
CCC(=O)Nc1ccccc1C(=O)N1CCN(Cc2ccccc2)CC1,7%,-4,2%,2,4%,-5,-3%,5%,2%,-7
CC(=O)N1CCN(C(=O)C2(NC(=O)Nc3cccc(F)c3)CCCCC2)CC1,0%,-7,27%,1,-1%,-8,-2%,0%,5%,-9
C=CCN(CC=C)Cc1c(C)[nH]c2c(C)c(C)ccc2c1=O,4%,8,-12%,-3,-1%,20,1%,12%,15%,6
CCn1c(=O)c(C(=O)NCCN2CCCCC2)c(O)c2ccccc21,0%,21,2%,1,-1%,14,-8%,-10%,1%,-5
COc1cc(C)ccc1OCC(=O)NC1CCCCCC1,.,-22,.,.,0%,-7,0%,0%,5%,1
COc1cc(C(=O)NCc2ccncc2)cc(Br)c1OCc1ccccc1,12%,-2,10%,-2,-22%,-6,2%,5%,7%,-7
CC(C)NCCCOc1ccc(C(C)(C)c2ccccc2)cc1,1%,5,27%,0,-2%,9,-1%,-1%,-6%,-13
CC1CCN(c2nc(Cl)nc(Nc3ccc([N+](=O)[O-])cc3)n2)CC1,.,-20,11%,-7,0%,-15,-2%,-1%,-10%,10
CCc1ccc(OCC(=O)Nc2cccc3c2CCCC3)cc1,0%,5,-7%,2,0%,14,3%[46.1 µM],3%,5%,.
COc1ccc(C(=O)Nc2nnc(S(=O)(=O)Cc3ccccc3)s2)cc1,1%,13,6%,0,-3%,-2,-2%,-4%,2%,-11
CC(NC(=O)c1ccc(Br)s1)c1ccncc1 (stereo not given),-2%,6,20%,-1,3%,-23,0%,-1%,1%,-9
Cc1cccc(NC(=O)Cn2c(O)c(N=NC(=O)c3ccncc3)c3ccccc32)c1,0%,-3,4%,0,-1%,-1,10%,?,0%,6
COc1ccccc1NC(=O)c1ccccc1C(=O)O,12%,7,-24%,1,4%,-3,0%,?,9%,.
COc1ccc(CC(=O)OCCN(C)C)cc1,0%,1,4%,-3,0%,4,2%,5%,0%,-3
Cc1cnc(C(=O)N2CCCC(C(=O)c3ccc(C(C)(C)C)cc3)C2)cn1 (stereo not given),0%,-6,-12%,5,1%,21,.,1%,9%,-3
CCn1c(CNC(=O)c2ccccc2)nnc1SCC(=O)N1CCN(c2ccccc2)CC1,1%,-4,-2%,0,-2%,1,-2%[46.1 µM],-1%,0%,-5
C=CCOc1cccc(C2/C(=C(/O)c3ccc(Cl)cc3)C(=O)C(=O)N2CCN2CCOCC2)c1 (stereo not given),0%,4,-16%,7,0%,-5,.,-18%,1%,0
CCC(C)N(NC(C)=O)c1nc(Cl)nc(NC(C)(C)C)n1 (stereo not given),0%,0,26%,1,0%,3,3%,26%,-4%,-8
COc1ccccc1C(=O)OCC(=O)NC(=O)NC1CCCC1,.,-6,.,.,-3%,-15,-2%,6%,3%,-2
O=CN1CCN(C2CC(=O)N(c3ccc4c(c3)OCO4)C2=O)CC1 (stereo not given),-3%,-15,1%,4,2%,11,1%,-6%,-1%,0
CC(C)(C)NS(=O)(=O)c1cccc(S(=O)(=O)c2cccc(S(=O)(=O)NC(C)(C)C)c2)c1,-1%,9,2%,-4,1%,-26,.,?,-4%,29
O=C(O)c1ccc(-n2nncc2-c2ccccc2)cc1,-1%,-15,-13%,9,12%,1,6%,-4%,-5%,-8
O=C(NCCc1ccccc1)c1ccc(NC2=NC3CS(=O)(=O)CC3S2)cc1 (stereo not given),4%,20,4%,5,2%,-18,0%,1%,2%,-14
CCCN1C(=O)/C(=C/c2ccc(C)s2)SC1=Nc1ccc(OC)cc1,-4%,-1,-1%,-2,0%,1,-4%,-5%,-2%,8
Cc1c(C(=O)NCc2ccco2)oc2ccccc12,-3%,-10,6%,0,-1%,-5,-4%,-10%,5%,4
Cc1ccc2c(nc3s/c(=C/c4cccs4)c(=O)n32)c1C,3%,15,-6%,-1,-16%,.,-4%,1%,35%,11
O=C(Cc1ncc(C(F)(F)F)cc1Cl)N1CCN(c2ccc(F)cc2)CC1,4%,-3,-3%,1,3%,7,1%,-2%,2%,2
Cc1ccc(C(C[N+](=O)[O-])c2c(C)cc3ccccn23)cc1 (stereo not given),2%,1,2%,-3,-1%,26,17%[46.1 µM],-2%,11%,1
Cn1nccc1C(=O)OCC(=O)Nc1nc(-c2ccccc2)cs1,4%,6,7%,-21,-4%,-25,14%,?,2%,-9
Nc1cc(-c2ccccc2)nn1Cc1ccccc1,-1%,3,-7%,0,-4%,3,4%,3%,2%,4
O=C(COC(=O)c1cnccn1)Nc1cc(S(=O)(=O)N2CCOCC2)ccc1Cl,.,?,.,.,0%,-8,-3%[46.1 µM],1%,4%,8
Cc1ccccc1OCC(=O)N1CCCCCCC1,3%,-14,-3%,10,-2%,-1,-7%,1%,5%,-30
CCOc1ccc(OCCCC(=O)ON=C(N)c2ccccc2C)cc1,.,8,.,.,0%,-20,.,0%,14%,-4
O=C(CSc1nc2ncccc2[nH]1)c1cccc([N+](=O)[O-])c1,-1%,-14,-1%,-4,-18%,18,-9%[46.1 µM],-3%,2%,8
# Later entries
SMILES,GALK inh,Giardia kill,MLL CXXC-DNA inh,FBPA coupling cs,Tb PFK inh,TSHR antagonist,TCR act,Chronic BCR inh,A-T KAP1 phos,KCNH2 WT inh
O=C(CSc1nnc(CNC(=O)c2ccccc2)o1)Nc1ccc2c(c1)OCCO2,-7%,-18,9%,.,-13%,-6,2%,-18%,40%,-2
CCCC(=O)Nc1ccc2nc(SCC(=O)N3CCCC3)sc2c1,-1%,-1,-6%,0,0%,-8,0%,-1%,-1%,2
Cc1ccc(C(=O)N/C(=C\c2ccco2)C(=O)NCCN2CCOCC2)cc1C,-3%,-4,30%[activator],.,-3%,29,8%,-2%,19%,25
Cc1ccc(C(=O)N2CCOCC2)cc1Cl,-1%,-2,7%,3,8%,6,-7%,-12%,-3%,-11

# Random draw from the library; about 1.6% have a hit in one of these screens.
